D2 ag – agonists of human D2 dopamine receptor | HEK293 T-REx D2 cells, calcium flux agonist mode | activation, % at 2 µM | 0.53% of 340,000 active;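 active means activation over 3 SD above normal in the single-dose calcium agonist read, cut at about 30% in these data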; further: 0% is about no effect
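Tetracycline-induced HEK293 T-REx cells with force-coupled D2 receptor, plated overnight at 30 C, loaded with no-wash calcium dye. After a 10 s baseline, compound was pin-added and calcium flux read kinetically for 180 s; calcium rises flagged agonists.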
RGS4 inh – inhibitors of human regulator of G protein signaling 4 | Potency, µM (highest dose often 114 µM), for inactives: top-dose activity change, negative = inhibition, actives largely listed as inhibitors | Transcreener GDP fluorescence polarization, RGS4-accelerated GTP hydrolysis | AID 504845 | 0.039% of 390,000 active; further: potency means the concentration at half of the fitted maximal effect; on the % scale 0 is the no-effect control and ±100 the full control effect; nearly all actives have a fitted effect of over 75% in size; some results filed as inactive show a strong effect at the top dose
Target sequence (P49798 whole entry, looked up): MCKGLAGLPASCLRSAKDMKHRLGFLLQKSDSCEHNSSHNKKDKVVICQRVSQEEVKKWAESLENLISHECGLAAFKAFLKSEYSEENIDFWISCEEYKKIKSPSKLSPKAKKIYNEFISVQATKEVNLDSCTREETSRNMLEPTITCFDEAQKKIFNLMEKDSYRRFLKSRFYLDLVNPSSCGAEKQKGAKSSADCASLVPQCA
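MLSMR compounds (23 nl, pin-transferred) preincubated 10 min at room temperature with a 500nM (2x) first reagent, then RGS4 at 900nM (2x) plus Transcreener GDP mix added; fluorescence polarization (620/688 nm) read before and after 90 min at 30 °C.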
ERG-DNA inh – ERG Ets/DNA interaction inhibition. P11308. fluorescence polarization, His-ERG Ets domain / labelled DNA. Potency, µM (titrated, usually from 76.9 µM), for inactives: at the top dose FP activity, negative = inhibition, most hits filed as inhibitors. 0.028% of 370,000 active; active means well fitted inhibition curve with a large enough effect in the polarisation, with a control signal flat; inconclusive means small, poorly fitted or top-dose-only effect, or effect the other way, or a change in a side signal; inactive means no such curve, though single readings can be large or run the other way; the % refers to the polarisation;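 further: polarization taken with two DNA probes labelled with fluorescein and Texas red; potency means the concentration at half of the fitted maximal effect; % of control where 0% means no effect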
Target sequence (P11308 whole entry, looked up, the tested form may be a part): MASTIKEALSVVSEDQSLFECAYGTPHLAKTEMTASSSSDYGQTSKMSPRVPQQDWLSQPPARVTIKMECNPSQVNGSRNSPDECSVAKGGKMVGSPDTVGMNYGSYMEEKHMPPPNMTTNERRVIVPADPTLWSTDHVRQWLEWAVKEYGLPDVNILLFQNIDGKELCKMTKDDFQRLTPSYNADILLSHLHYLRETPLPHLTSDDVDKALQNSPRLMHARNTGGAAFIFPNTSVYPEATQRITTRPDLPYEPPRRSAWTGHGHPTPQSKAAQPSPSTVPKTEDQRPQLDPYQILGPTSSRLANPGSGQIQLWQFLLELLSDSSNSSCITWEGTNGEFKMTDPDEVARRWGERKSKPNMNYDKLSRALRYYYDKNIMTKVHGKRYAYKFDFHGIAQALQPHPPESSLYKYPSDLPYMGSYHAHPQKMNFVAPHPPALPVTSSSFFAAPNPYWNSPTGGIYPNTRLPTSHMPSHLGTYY
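His-tagged ERG Ets domain (1 uM in the protein solution; 300mM KCl, 50mM Tris-HCl, 1mM EDTA, 1mM DTT, pH 7.5) received compound, then a probe mix of 5 nM fluorescein-DNA and 100nM Texas-615-DNA. Fluorescence polarization was read for both dyes.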
D2 antagonist – antagonists of human D2 dopamine receptor; P14416; HEK293 TREx D2 cells, calcium flux, dopamine EC80; inhibition, % at 10 µM; 2% of 340,000 active; AID 485344; in the data active means inhibition above about 30%; further: 0% is about no effect
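Calcium flux kinetic readout in an inducible HEK293 TREx D2 line plated overnight at 30 C. After 180 s compound exposure, an EC80 dopamine challenge follows with another 180 s kinetic read to detect antagonism.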
LDHA block – blocks human lactate dehydrogenase A. activity change, % (values are at about 110 or 230 µM). purified LDHA, NADH/diaphorase-resazurin fluorescence; active compounds read low. AID 1347041. P00338. 0.15% of 480,000 active; in the data active means activity change below about -30%; inconclusive means mostly about -25% to -30%;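 further: plate controls were DMSO wells for no effect and wells without enzyme for full effect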
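Enzyme activity of human lactate dehydrogenase 5 (2 nM; 0.06 mM NADH, 0.2 mM pyruvate, 5 min, RT) is measured via a resazurin/diaphorase fluorescence readout of residual NADH.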
Glioma ERSR ind – ER stress response induction in glioma; Potency, µM, inactives show at the highest dose activation, usual class: activators; U87-MG GRP78 promoter luciferase reporter, 16 h; AID 602332; 0.02% of 420,000 active; further: potency means the concentration at half of the fitted maximal effect; series mostly up to about 76 µM; % of control where 0% means no effect; nearly all actives have a fitted effect of over 35% in size
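Stably transfected U87-MG glioma cells carrying a GRP78-based luciferase sensor; 16 h compound incubation. Luminescence end-point read 10 min after Bright-Glo addition at room temperature.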
12-LOX inh – ALOX12 (human) lipoxygenase inhibition; P18054; purified 12hLO, xylenol orange hydroperoxide absorbance; Potency, µM (highest dose often 108 µM), inactives show at the highest dose activity change, negative = inhibition, usual class: inhibitors; 1.1% of 580,000 active; further: potency means the concentration at half of the fitted maximal effect; on the % scale 0 is the no-effect control and ±100 the full control effect
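Purified human 12hLO at 150 nM in 25 mM Hepes, 0.01% Triton X-100, pH 7.0, preincubated 15 min at room temperature with compound. Reaction started with 40 uM arachidonic acid, 30 min at room temperature. Hydroperoxide measured by Fe-xylenol orange, 573/405 nm absorbance ratio.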
Vif-A3G inh – blocks the Vif interaction with human APOBEC3G; Q9HC16; HeLa A3G-eYFP + Vif (tagged APOBEC3G with the HIV-1 protein that degrades it), YFP fluorescence, overnight; Potency, µM (highest dose often 46.1 µM), without a hit: at the top dose activity, negative = active, hits mostly inhibitors; 0.076% of 410,000 active;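 further: potency means the concentration at half of the fitted maximal effect; on the % scale 0 is the no-effect control and ±100 the full control effect; nearly all actives have a fitted effect of over 60% in size; hits raise eYFP signal because A3G escapes Vif-driven loss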
Target sequence (Q9HC16 whole entry, looked up): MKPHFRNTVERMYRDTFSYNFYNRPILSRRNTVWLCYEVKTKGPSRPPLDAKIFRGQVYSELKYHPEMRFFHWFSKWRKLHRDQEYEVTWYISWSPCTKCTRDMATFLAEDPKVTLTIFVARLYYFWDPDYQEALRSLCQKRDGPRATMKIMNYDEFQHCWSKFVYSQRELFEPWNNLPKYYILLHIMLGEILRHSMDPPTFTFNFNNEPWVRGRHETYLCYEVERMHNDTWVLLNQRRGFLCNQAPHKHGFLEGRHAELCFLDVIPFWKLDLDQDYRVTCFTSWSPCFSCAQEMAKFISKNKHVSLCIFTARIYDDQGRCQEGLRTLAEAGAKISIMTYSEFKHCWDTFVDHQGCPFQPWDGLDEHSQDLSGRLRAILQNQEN
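HeLa cells stably expressing Vif and C-terminally eYFP-tagged A3G, seeded overnight at 37 deg C, then exposed to compound by pintool overnight at 37 deg C. Rise in yellow fluorescence (Ex 488/Em 500-530, Acumen) marks blocked Vif-driven A3G degradation.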
Vif-APOBEC3F blk – Vif-A3F binding inhibition; HeLa A3F-eYFP + Vif (tagged APOBEC3F with the HIV-1 protein that degrades it), YFP fluorescence increase; Potency, µM (top dose mostly 46.1 µM), for the others: at the top dose activity, negative = active; 0.2% of 390,000 active; AID 602313; further: potency means the concentration at half of the fitted maximal effect; % of control where 0% means no effect; nearly all actives have a fitted effect of over 65% in size
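HeLa cells stably expressing A3F-eYFP plus Vif, plated and incubated overnight at 37 deg C, then exposed to compounds overnight at 37 deg C. Blocked degradation read as raised yellow fluorescence (Ex 488/Em 500-530).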
* = called active by the depositor; i = inactive; ? = inconclusive; · = no result given; & = joins results of further samples; [ ] = another dose, or the depositor's remark. Unless noted, the call rests on the fitted dose curve; in most records, active means well fitted curve in the direction sought with a large enough effect; inconclusive means small, poorly fitted or top-dose-only effect, or another doubt; inactive means no such curve, though single readings can be large; an effect the other way counts as inactive or inconclusive.

Every second line gives: D2 ag	RGS4 inh	ERG-DNA inh	D2 antagonist	LDHA block	Glioma ERSR ind	12-LOX inh	Vif-A3G inh	Vif-APOBEC3F blk
1. COc1cccc(C(=O)Nc2ccc(Cl)c(C(F)(F)F)c2)c1
→ 0.1	-7%	3%	-8	-4	-2%	-16%	2%	6%
2. CC(=O)c1cccc(N(C(=O)Cn2nnc3ccccc32)C(C(=O)NCC2CCCO2)c2ccc(N3CCOCC3)cc2)c1 (configuration not stated)
→ -0.3	-5%	1%	14	-10	-4%	-6%	10%	0%
3. Cc1ccc(-n2ccc(=O)c(-c3ccnc(SCc4cccc(Cl)c4)n3)n2)cc1
→ -0.7	-21%	1%	1	-3	-9%	?	1%	-10%
4. COc1ccccc1NC(=O)Cn1c(=O)oc2ccccc21
→ -1.5	-2%	0%	-10	-13	-3%	2%	1%	-9%
5. CC(C)(C)c1ccc(S(=O)(=O)Nc2ccccn2)cc1
→ 0.1	-1%	-5%	-12	1	-4%	-16%	-1%	3%
6. CSc1ccc(NC(N)=S)cc1
→ 3.6	-37%	-3%	-9	-5	1%	-7%	-3%	-1%
7. O=C(COC(=O)/C=C/c1ccccc1)NCc1ccccc1Cl
→ 1.2	13%	13%	17	-7	-6%	-1%	0%	-14%
8. O=C(COC(=O)CCC(=O)c1ccc(Cl)cc1)NCCc1ccccc1
→ ·	12%	0%	·	-13	-5%	-10%	-2%	5%
9. Cc1ccc(-c2nc(CSCC(=O)N3CCN(C(=O)c4ccco4)CC3)c(C)o2)cc1
→ -0.2	-16%	-5%	-21	-1	-3%	?	-5%	1%
10. COc1cc(-c2cc(C(=O)Nc3cc(S(=O)(=O)N4CCOCC4)ccc3O)c3ccccc3n2)cc(OC)c1OC
→ ·	-48%	3%	·	-11	-4%	?	?	-10%
11. CCCCC[C@@H]1C=C(C(=O)O)[C@H](c2ccc(Cl)cc2)N1S(=O)(=O)c1ccc(C)cc1
→ ·	-20%	0%	·	1	-1%	?	1%	0%
12. Cc1ccnc(NC(=O)Nc2cccc(F)c2)n1
→ 0.0	16%[11.4 µM]	0%	5	0	1%	-8%	-3%	0%
13. CC(=O)Nc1ccc(S(=O)(=O)N2CCSC2)cc1
→ -0.6	-3%	4%	-16	-3	-3%	-3%	4%	-2%
14. Cn1c(NNC(=O)/C=C/c2ccc3c(c2)OCO3)cc(=O)n(C)c1=O
→ -0.6	25%[11.4 µM]	-12%	-18	0	-1%	19%	1%	2%
15. Cc1cc(=O)oc2cc(OCCSCCN3CCOCC3)ccc12
→ -0.2	-1%	-1%	-5	-10	-1%	0%	-1%	-9%
16. CC(=O)c1c(C)nc(-c2ccc(Cl)cc2)nc1NC(=O)C(C)C
→ 0.5	?	-2%	0	-4	1%	-19%	0%	-5%
17. Cc1noc2ncnc(Oc3ccccc3Cl)c12
→ 14	3%[56.9 µM]	-11%	27	-6	0%	-11%	1%	2%
18. Cc1ccc(CSCC(=O)NCCCN2CCOCC2)cc1
→ -1.6	-8%	6%	11	3	0%	-4%	0%	3%
19. COc1ccc(OCCCC(=O)OCC(=O)Nc2ncc(Cl)cc2Cl)cc1
→ -0.4	-10%	2%	0	1	1%	?	-1%	?
20. COc1ccc(C)cc1NS(=O)(=O)c1ccc2c(c1)N(C)CCO2
→ 1.3	9%	3%	24	-9	-6%	-23%	1%	2%
21. CN1CCC(N2CCN(c3cccc(C(F)(F)F)c3)CC2)CC1
→ 0.6	4%	·	-14	-3	-2%	?	-1%	1%
22. COc1ccc(CNC(=O)Cc2csc3ccccc23)cc1OC
→ 1.2	-2%	0%	·	-2	·	-18%	·	·
23. CCOC(=O)c1c(C)[nH]c(C(=O)OC(C)C(=O)NCc2ccccc2)c1C (configuration not stated)
→ -0.6	14%	5%	6	-1	-3%	-1%	1%	-41%
24. COC(=O)c1cc2oc(C)cc2n1Cc1cc(C)ccc1C
→ 0.3	-1%	2%	·	-1	-3%	?	0%	-12%
25. CCOc1ccc(N2C(=O)C(c3ccccc3)=C(c3nc4ccccc4s3)C2NC(C)=O)cc1 (configuration not stated)
→ 0.2	-22%	2%	-17	-6	-1%	-13%	-4%	1%
26. O=C(Cn1c(=O)n(Cc2ccc(Cl)cc2)c(=O)c2cccnc21)Nc1ccccc1C(F)(F)F
→ 0.3	25%	-7%	·	-4	1%	-2%	-3%	3%
27. Cc1cc(C)cc(NC(=S)NCCCN2CCOCC2)c1
→ 0.6	30%	8%	11	-15	-4%	-14%	-3%	-1%
28. CN(C(=O)c1ccc(Br)o1)C1CCS(=O)(=O)C1 (configuration not stated)
→ 0.2	12%	2%	37*	-6	-4%	2%	0%	-12%
29. C#CCOCCOCCOCCNc1nc(N2CCN(C(=O)[C@H](CO)n3cc([C@@H](N)C(C)C)nn3)CC2)nc(N2CCN(C(=O)[C@H](CO)n3cc([C@@H](N)C(C)C)nn3)CC2)n1
→ ·	-8%	12%	·	3	-5%	-2%	-1%	2%
30. CCc1ccc(NC(=O)CC2C(=O)N(c3cccc(C)c3)C(=O)N2Cc2ccc(F)cc2)cc1 (configuration not stated)
→ 0.8	-14%	9%	·	0	-2%	?	-3%	-1%
31. Cc1cccc(C(=O)c2cn[nH]c2-c2ccc(C)cc2O)c1
→ 0.2	-12%	3%	17	1	0%	3%	0%	7%
32. Cc1ccnc(N2CCN(C(=O)CSc3nc4ccccc4nc3N3CCC(C)CC3)CC2)c1
→ 0.1	5%	0%	-2	3	0%	-10%	-2%	1%
33. COc1cccc(NC(=O)Cn2nnc(C(=O)NCc3ccc4c(c3)OCO4)c2N)c1
→ 0.8&0.9	-2%[56.9 µM]	6%&-6%	27	-3&-5	-3%&-1%	?	-8%&-3%	-12%&0%
34. CC(=O)OCC(=O)[C@@]12OC(C)(C)O[C@@H]1C[C@H]1[C@@H]3C[C@H](F)C4=CC(=O)C=C[C@]4(C)[C@@]3(F)[C@@H](O)C[C@@]12C
→ 1.9	-6%	-2%	11	-9	-3%	-5%[22.9 µM]	-1%	-6%
35. N#CC1(NC(=O)COC(=O)Cc2c[nH]c3ccccc23)CCCCC1
→ ·	·	·	·	-3	-5%	-20%	-3%	-7%
36. Cc1ccc(-n2nc3ccc(N)cc3n2)cc1
→ -0.9	-50%	1%	22	13	-10%	13%	1%	-5%
37. CCCCN(C)C(=O)c1nc2ccccn2c1CNCCCn1ncc2ccccc21
→ -0.4	23%[11.4 µM]	-6%	14	-5	-5%	17%	0%	1%
38. COc1ccccc1NS(=O)(=O)c1ccc(C(=O)N2CCCCCCC2)cc1
→ 1.1	13%	3%	-2	-14	-5%	0%	1%	5%
39. CC[C@@]1(C(=O)OC)N[C@H](CN(C)S(=O)(=O)c2ccc(C(C)(C)C)cc2)[C@@H]2C(=O)N(C)C(=O)[C@@H]21
→ ·	7%	-19%	·	-2	-1%	-30%	0%	-3%
40. CCn1c(SCC(=O)Nc2sccc2C(N)=O)nnc1C1CC1
→ 0.2	-16%	-8%	-15	-3	5%	184%[activator]	-1%	3%
41. O=C(c1ccccc1)n1nc(-c2ccc(Cl)cc2)nc1NCc1ccco1
→ 0.5	1%	-10%	·	4	-4%	-24%	-6%	-9%
42. COc1ccc(N2CCN(C(=O)Cn3c(=O)c4cccn4c4cccnc43)CC2)cc1
→ 0.1	-7%[11.4 µM]	-3%	21	4	-3%	-14%	5%	1%
43. O=C1CCC2CCCCC2(O)O1 (configuration not stated)
→ 0.5	-12%	4%	-14	-1	-4%	-12%	0%	-6%
44. Cc1cc(=O)oc(C)c1C(=O)OCC(=O)c1ccccc1
→ ·	9%	2%	·	-12	-2%	-8%	-2%	-9%
45. Fc1cccc2sc(Nc3nc4c(F)cccc4s3)nc12
→ 0.6	0%	7%	-2	-1	1%	13%	0%	-17%
46. O=C(NC(=S)NCC1CCCO1)c1ccc(Cl)cc1 (configuration not stated)
→ -0.4	1%	1%	-20	-9	7%	40µM*	1%	-7%
47. O=C(NCCNc1cc(Cl)ccc1[N+](=O)[O-])c1ccco1
→ -2.0	12%	2%	-6	-7	1%	-21%	2%	-2%
48. O=C(CCNc1cccc(Cl)c1)c1cccs1
→ 0.4	-7%	1%	20	17	4%	3%	1%	1%
49. COc1ccc(-c2nc3ccccc3o2)cc1NC(=O)c1ccc(-c2ccc(C)c(Cl)c2)o1
→ -1.9	-25%	0%	·	3	3%	-2%	1%	-2%
50. O=C1C=CC(=O)c2c(O)c(N3CCN(CCO)CC3)c(Cl)c(O)c21
→ ·	?	·	·	43	-14%	?	6%	2%
51. CCc1nnc(NC(=O)CSc2nnc(-c3ccccc3NC(=O)c3ccccc3)o2)s1
→ -0.1	-16%	·	9	-1	0%	17%	-4%	-7%
52. COc1ccc(N(C(=O)CCl)C(C)(C(=O)Nc2c(C)cccc2C)c2ccccn2)cc1 (configuration not stated)
→ 1.0	-19%	45%[activator]	5	4	-3%	·	0%	4%
53. O=C(Nc1cccc(C(=O)N2CCCCC2)c1)c1ccc(Cl)cc1
→ 0.6	-10%	12%	4	0	3%	i	1%	1%
54. Cc1ccc(S(=O)(=O)c2nc(NN(C)C)sc2Cl)cc1
→ 0.1	-5%	-4%	1	-11	-4%	0%	0%	-18%
55. COc1ccc(C(=O)C(CCC(CNC(C)(C)C)C(=O)c2ccc(OC)cc2)CNC(C)(C)C)cc1 (configuration not stated)
→ 0.9	?	11%	24	-1	-13%	-14%	-24%	-8%

Only part of the results is shown; rates above refer to the full screens.
